# CCT chaperon mod – cytosolic chaperonin activity modulation. activity change, % (no concentration beside the values), hits read low. actives 0.3% (n = 360,000). AID 651819. purified chaperonin ATPase assay, HTRF ADP detection, 30 min; in the data active means activity change below about -30%; further: on the % scale 0 is the no-effect control and ±100 the full control effect
#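 First, chaperonin was dispensed at 40 nM or 20 nM final depending on batch activity. Next, compounds were pinned at 76 uM and ATP added at 10 uM. After 30 min at 37 °C, ADP detection reagents ran 30 min at ambient temperature.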
# IL-2 act – activators of IL-2 | IL-2 activation reporter assay, cell-based qHTS; stimulated with anti-CD3/CD4/CD28 beads; in transgenic mouse T cells | activation, % (series mostly up to about 46 µM) | actives 0.065% (n = 360,000); in the data active means activation above about 50%; inconclusive means mostly about 30% to 49%; further: 0% is about no effect
#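 Readout is EGFP and DsRed signal by fluorescent plate cytometry after 18 h at 37 degrees C. Transgenic mouse T cells (750/well) received compound for 60 min before bead stimulation (anti-CD3, anti-CD4, anti-CD28); memory T cells served as non-tolerant control.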
# EPAC2 ag – EPAC2 (human) agonism. Q8WZA2. EPAC2 activation, biochemical qHTS; response scale: 100% = 6.5 mM cAMP response. Potency, µM (titrated, usually from 154 µM), for the others: top-dose activation, actives largely listed as activators. actives 0.079% (n = 360,000). AID 720711; further: potency means the concentration at half of the fitted maximal effect; nearly all actives have a fitted effect of over 50% in size
#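 EPAC2 (100 nM) mixed with Rap1B loaded with BODIPY-GDP (250 nM) plus 50 uM unlabeled GDP; compounds pinned in, 5 min RT, then read every 5 min for 30 min (ex 480, em 540 nm). Normalized to cAMP control.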
# EPAC1 agonist – EPAC1 (human) agonism. actives 0.073% (n = 360,000). AID 720707. Potency, µM (series often up to 154 µM), without a hit: top-dose activation, most hits filed as activators. O95398. EPAC1 agonist qHTS, biochemical assay; response scale: 100% = response to 6.5 mM cAMP; further: potency means the concentration at half of the fitted maximal effect; nearly all actives have a fitted effect of over 60% in size
# Target sequence (O95398 whole entry, looked up): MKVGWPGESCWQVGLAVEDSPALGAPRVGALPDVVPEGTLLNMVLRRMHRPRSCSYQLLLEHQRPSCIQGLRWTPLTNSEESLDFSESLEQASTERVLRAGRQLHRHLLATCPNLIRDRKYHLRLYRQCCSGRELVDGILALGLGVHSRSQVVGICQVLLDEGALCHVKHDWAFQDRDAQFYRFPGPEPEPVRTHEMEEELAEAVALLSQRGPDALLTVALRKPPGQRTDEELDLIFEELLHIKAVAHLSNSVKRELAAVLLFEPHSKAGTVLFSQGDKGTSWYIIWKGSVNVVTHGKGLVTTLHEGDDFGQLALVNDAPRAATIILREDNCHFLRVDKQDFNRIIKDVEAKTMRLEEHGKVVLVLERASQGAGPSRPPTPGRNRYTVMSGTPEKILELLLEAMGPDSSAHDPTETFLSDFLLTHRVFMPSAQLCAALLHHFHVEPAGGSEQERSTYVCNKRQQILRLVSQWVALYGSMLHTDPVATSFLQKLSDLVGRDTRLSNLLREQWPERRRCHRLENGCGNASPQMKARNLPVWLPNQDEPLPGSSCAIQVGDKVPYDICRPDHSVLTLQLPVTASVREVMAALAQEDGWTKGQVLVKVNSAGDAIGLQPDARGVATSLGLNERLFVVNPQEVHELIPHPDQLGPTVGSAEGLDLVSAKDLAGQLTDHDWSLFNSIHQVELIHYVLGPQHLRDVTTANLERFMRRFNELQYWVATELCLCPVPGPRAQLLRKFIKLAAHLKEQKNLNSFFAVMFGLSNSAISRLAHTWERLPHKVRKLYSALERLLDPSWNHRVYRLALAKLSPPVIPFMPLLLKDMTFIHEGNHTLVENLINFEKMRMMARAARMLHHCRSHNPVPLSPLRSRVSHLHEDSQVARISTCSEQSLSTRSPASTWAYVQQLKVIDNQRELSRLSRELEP
#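 Compounds were pinned as a concentration titration into mixtures of EPAC1 (100 nM), BODIPY-GDP-loaded Rap1B (250 nM) and GDP (50 uM). After 5 min at room temperature, fluorescence was followed for 30 min; activity was scaled to 6.5 mM cAMP.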
# PI5P4K alpha inh – PI5P4K alpha (human) kinase inhibition. AID 652105. actives 1.2% (n = 330,000). max response, %. PI5P4Kalpha enzyme, ADP-Glo luminescence, 60 min; active compounds read low; active means max response of -50% or lower; inconclusive means between -30% and -50%; inactive means -30% or higher; further: value at the top dose of about 77 µM; on the % scale 0 is the no-effect control and ±100 the full control effect
#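 Luminescence from ADP-Glo served as readout of PI5P4Kalpha activity in a qHTS format. Reaction: enzyme, substrate, compound, ATP at 5 microM final, 60 min at RT.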
# EPAC1 antagonist – EPAC1 (human) antagonism | O95398 | EPAC1 GEF assay, Rap1b-BODIPY-GDP exchange fluorescence | Potency, µM (series often up to 115 µM), inactives show at the highest dose activity change, negative = inhibition, most hits filed as inhibitors | actives 0.14% (n = 360,000) | AID 720709;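 further: potency means the concentration at half of the fitted maximal effect; plate controls were vehicle for no effect and positive control for full effect; nearly all actives have a fitted effect of over 50% in size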
# WRN inhibitor – blocks human WRN helicase; Q14191; WRN helicase unwinding, fluorescent forked duplex, kinetic; Potency, µM (titrated, usually from 114 µM), for the others: top-dose activity change, negative = inhibition, most hits filed as inhibitors; actives 0.46% (n = 360,000); further: potency means the concentration at half of the fitted maximal effect; on the % scale 0 is the no-effect control and ±100 the full control effect; nearly all actives have a fitted effect of over 55% in size
#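 Enzyme (20 nM final) and test compound sit together 15 min at room temperature before substrate addition. Substrate is a single-forked duplex oligonucleotide (100 nM) labelled with fluorophore and quencher, with 2 mM ATP; helicase unwinding raises red fluorescence, read kinetically.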
# PLK1 PBD block – PLK1 (human) polo-box domain binding inhibition. Plk1 PBD binding of FITC phosphopeptide, fluorescence polarization. Potency, µM, inactives show max response, negative = inhibition, most hits filed as inhibitors. actives 2.8% (n = 360,000); further: potency means the concentration at half of the fitted maximal effect; series mostly up to about 57 µM; on the % scale 0 is the no-effect control and ±100 the full control effect; nearly all actives have a fitted effect of over 65% in size
# Active calls of the source: *; u = inconclusive; x = not tested or not shown; [ ] = another dose, or the depositor's remark. Unless noted, the call rests on the fitted dose curve; in most records, active means well fitted curve in the direction sought with a large enough effect; inconclusive means small, poorly fitted or top-dose-only effect, or another doubt; inactive means no such curve, though single readings can be large; an effect the other way counts as inactive or inconclusive. Only part of the results is shown; count on the stated rates, not on these rows.
# The first 4 entries as a preview:
SMILES,CCT chaperon mod,IL-2 act,EPAC2 ag,EPAC1 agonist,PI5P4K alpha inh,EPAC1 antagonist,WRN inhibitor,PLK1 PBD block
CC1N/C(=C\C(=O)c2ccccc2)N(O)C1(C)C (stereo not given),-2.8,0.4,-2%,-3%,-2,-2%,-3%,-2%
COc1ccc(OC)c(NC(=O)CCCNC(=O)c2ccc(Cl)cc2)c1,0.0,-3.5,5%,1%,5,9%,2%,4%
CCN(CC)C(=O)[C@H]1CC(CC(=O)NCCN2CCOCC2)C(=O)N2CCc3c([nH]c4ccccc34)[C@]12C (stereo not given in full),-17,0.8,9%,-8%,-5,11%,-2%,-12%
CC(=O)Nc1ccc(S(=O)(=O)N2CCC(C(=O)N[C@@H](Cc3ccccc3)C(=O)O)CC2)cc1,0.6,-1.7,5%,-5%,-1,8%,-3%,-5%

# All compounds of this part, previewed entries included:
SMILES,CCT chaperon mod,IL-2 act,EPAC2 ag,EPAC1 agonist,PI5P4K alpha inh,EPAC1 antagonist,WRN inhibitor,PLK1 PBD block
CC1N/C(=C\C(=O)c2ccccc2)N(O)C1(C)C (stereo not given),-2.8,0.4,-2%,-3%,-2,-2%,-3%,-2%
COc1ccc(OC)c(NC(=O)CCCNC(=O)c2ccc(Cl)cc2)c1,0.0,-3.5,5%,1%,5,9%,2%,4%
CCN(CC)C(=O)[C@H]1CC(CC(=O)NCCN2CCOCC2)C(=O)N2CCc3c([nH]c4ccccc34)[C@]12C (stereo not given in full),-17,0.8,9%,-8%,-5,11%,-2%,-12%
CC(=O)Nc1ccc(S(=O)(=O)N2CCC(C(=O)N[C@@H](Cc3ccccc3)C(=O)O)CC2)cc1,0.6,-1.7,5%,-5%,-1,8%,-3%,-5%
CN(CC(=O)Nc1ccc(F)c(F)c1F)C(=O)c1ccc(=O)[nH]c1,-0.3,-3.1,-6%,-8%,-3,-3%,2%,2%
COc1cc(C2C(C#N)=C(N)Oc3c2ccc2ccccc32)ccc1OCC(=O)Nc1ccccc1C (stereo not given),-0.5,-1.3,-7%,8%,-17,5%,-6%,1%
CCN(C[C@H]1N[C@@](Cc2ccccc2)(C(=O)OC)[C@H]2C(=O)N(C)C(=O)[C@@H]12)C(=O)c1ccc(C)cc1,0.9,0.0,1%,-17%,-2,-8%,-7%,1%
CCOc1cc2[nH]c(=S)n(CCC(=O)NCc3ccco3)c(=O)c2cc1OCC,-1.6,3.7,-1%,-5%,7,-16%,-12%,-13%
CCC(=O)N/C(=N/c1nc(C)cc(C)n1)Nc1ccc(C)cc1,-0.4,-2.9,-8%,6%,11,3%,-4%,-3%
CCn1c(SCC(=O)NCc2ccc3c(c2)OCO3)nnc1-c1ccncc1,-53*,-0.6,2%,-8%,-6,11%,-4%,4%
CCc1nnc(NC(=O)CSc2nnc(COc3ccccc3)n2Cc2ccccc2)s1,0.2,-1.1,1%,-4%,3,7%,-2%,0%
CCOc1ccccc1NC(=O)Nc1ccon1,-1.1,-0.9,3%,-10%,5,1%,-3%,0%
CC(Cc1ccccc1)C(=O)NCc1ccncc1 (stereo not given),-0.6,-0.2,-1%,-17%,2,2%,7%,-1%
O=c1oc2ccccc2c(N2CCCC2)c1[N+](=O)[O-],-1.2,0.8,6%,1%,-5,-29%,-9%,-10%
Cc1cc(C)cc(C(N)=Nc2cccc(C#N)c2)c1,-0.2,-0.2,4%,-1%,0,-11%,-2%,-8%
Cc1cccc(NC(=S)N2CCC(NC(=O)c3ccco3)CC2)c1,0.1,0.3,-3%,16%,3,-1%,0%[57.1 µM],-12%
CC1(C(=O)Nc2ccc3c(c2)OCCO3)CSCC(=O)N1C1CC1 (stereo not given),x,-0.7,0%,8%,7,-11%,-8%,-4%
COCCOc1ccc(C(F)(F)F)cc1NC(=O)c1ccc(F)cc1,-6.3,1.1,-8%,7%,3,17%,13%,-7%
CN(C)S(=O)(=O)c1ccc(Cl)c(C(=O)OCC(=O)c2ccco2)c1,1.2,0.4,-7%,-5%,2,8%,7%,8%
O=C(c1cccc(Cl)c1)N1CCC(=O)N(C(COCc2ccccc2)Cc2ccccc2)CC1 (stereo not given),-1.7,-2.2,13%,-4%,-3,-8%,1%,-10%
CN1CCN(C(c2ccc(F)cc2)c2ccc3cccnc3c2O)CC1 (stereo not given),0.4,-0.6,1%,-1%,-7,-5%,9%,u
COc1ccc(N2CCN(CC(O)COc3ccc(C)c(C)c3)CC2)cc1 (stereo not given),-2.6,-2.9,4%,-8%,0,1%,-1%,1%
CC1=C(C(=O)OCCc2ccccc2)C(c2ccsc2)NC(=O)N1C (stereo not given),1.2,-5.0,15%,0%,-1,3%,0%,-11%
Cc1ccc(S(=O)(=O)N2CCN(C(=O)c3cc(=O)c4ccccc4o3)CC2)cc1,-2.4,-0.9,-2%,2%,3,-1%,1%,-1%
COc1ccc(-n2c(SCC3CNC(=O)O3)nnc2-c2ccc(Cl)cc2)cc1 (stereo not given),-4.0,0.3,3%,2%,3,-9%,2%,0%
NC(=O)c1ccsc1NC(=O)COC(=O)/C=C/c1ccccc1,-1.1,-0.9,8%,3%,-26,-19%,-8%,-3%
CC(=O)Nc1ccc(NC(=O)CCCCCn2nnc3ccccc3c2=O)cc1,1.3,0.7,2%,1%,0,-1%,7%,-7%
CC(C)C[C@@H](CN)NC(=O)c1nc[nH]c1C(=O)N[C@@H](Cc1ccccc1)C(=O)CNC[C@H](C)NC(=O)c1nc[nH]c1C(=O)N[C@@H](C)C(=O)O,-3.8,-0.1,0%,-2%,-25,-1%,8%,u
Cc1ccc(CSCC(=O)NCc2ccc(F)cc2)cc1,0.3,2.4,12%,2%,0,-1%,-1%,-7%
NCCNC(=O)Cc1cccc(NC(=O)Cc2ccc(Nc3ncnc4c3ncn4[C@@H]3O[C@H](CO)[C@@H](O)[C@H]3O)cc2)c1,0.5,-0.6,6%,3%,-3,-7%,-8%,-5%
COc1ccc(C(=O)Nc2ccccc2C(=O)O)cc1Cl,-2.1,-4.5,1%,-5%,u,1%,-17%,-4%
CC1Cc2ccccc2N1C(=O)CSc1nnnn1-c1ccc2c(c1)OCCO2 (stereo not given),-0.8,-0.3,15%,10%,x,-3%,-6%,-7%
Cc1cccc(N2CCN(S(=O)(=O)c3ccc4c(c3)CC(=O)N4C)CC2)c1C,0.4,-0.1,8%,10%,0,-7%,-3%,-3%
COc1nc(Nc2nc3ccccc3c(=O)[nH]2)nc2ccc(C)cc12,2.0,-5.3,1%,-7%,-1,-16%,-16%[11.6 µM],-15%
O=C(NC(=S)NCc1nc2ccccc2[nH]1)c1ccccc1F,-3.9,-3.7,12%,3%,3,-2%,-3%,-17%
CNC(=O)c1c(O)c2cccc3c2n(c1=O)CC3,0.7,-0.5,-5%,-14%,-8,13%,-5%,-2%
CC(C)c1ccc(NC(=O)Nc2nc(C(N)C3CCCCC3)cs2)cc1 (stereo not given),-1.2,-0.7,-1%,-7%,-6,1%,1%,-4%
O=C(Cc1cccs1)N/N=C/c1ccccc1,1.3,-2.0,2%,-15%,-4,7%,12%,4%
Cn1nnnc1SC(C(=O)Nc1ccc(F)cc1)c1ccccc1 (stereo not given),0.5,0.7,1%,5%,3,-4%,-4%,-21%
CC(C)[C@H](NC(=O)N1CC(=O)Nc2ccccc21)C(=O)N[C@@H](C(=O)O)c1ccccc1,-0.1,0.8,1%,14%,4,-1%,-3%,-11%

# Arranged by the number under PI5P4K alpha inh (lowest first): three of the compounds above
Compound	PI5P4K alpha inh
CC(C)C[C@@H](CN)NC(=O)c1nc[nH]c1C(=O)N[C@@H](Cc1ccccc1)C(=O)CNC[C@H](C)NC(=O)c1nc[nH]c1C(=O)N[C@@H](C)C(=O)O	-25
CCc1nnc(NC(=O)CSc2nnc(COc3ccccc3)n2Cc2ccccc2)s1	3
CCOc1cc2[nH]c(=S)n(CCC(=O)NCc3ccco3)c(=O)c2cc1OCC	7

# Going on with the list:
SMILES,CCT chaperon mod,IL-2 act,EPAC2 ag,EPAC1 agonist,PI5P4K alpha inh,EPAC1 antagonist,WRN inhibitor,PLK1 PBD block
O=C(NCCCN1CCOCC1)c1ccc(CS(=O)(=O)Cc2ccc(Cl)cc2)o1,0.8,0.1,8%,3%,x,0%,-4%,1%
CCOc1ccc(N(CC(=O)Nc2ccc(OC)cc2)S(=O)(=O)c2c(C)noc2C)cc1,0.0,-2.1,0%,-7%,0,-2%,-3%,-2%
COC(CNC(=O)c1ccc2c(c1)nc(C)n2-c1ccc(F)c(F)c1)OC,-0.5,1.4,5%,7%,x,-5%,-2%,1%
CSc1nc2ccccc2n1Cc1cccc(F)c1,-1.0,0.4,11%,6%,0,-3%,-16%,0%
COc1ccc(NC(=O)COC(=O)c2ccc(C)c(S(=O)(=O)N3CCCCC3)c2)cc1,-4.2,0.6,11%,3%,3,1%,-13%,-3%
COc1ccccc1N(CC(=O)Nc1cc(S(=O)(=O)N(C)C)ccc1C)S(=O)(=O)c1cccs1,-0.9,-0.8,4%,-2%,4,-13%,-10%,-1%
COCc1nnc(NC(=O)CS(=O)(=O)Cc2ccccc2)s1,-1.4,-3.4,3%,-4%,-3,3%,8%,-12%
CCCn1cc(NC(=O)C2CC(c3cccc(Br)c3)=NO2)cn1 (stereo not given),-5.8,0.0,5%,2%,x,0%,-3%[57.1 µM],0%
CCCCOCCCNC(=O)C[C@@H]1C[C@@]2(C(=O)OCC)CCC=C2N(CCC2=CCCCC2)C1=O,-8.6,-0.7,-1%,-14%,10,-3%,-5%,-21%
O=C1CCCN1c1ccc(N2CCCC2=O)cc1,-0.3,-0.7,7%,9%,-2,-3%,2%,-11%
Fc1cccc(Cc2c(C3CCCCC3)nc3c4ccccc4ccn23)c1,0.7,-0.3,14%,7%,-6,12%,3%,-9%
O=C(CCC(=O)N1CCCC1)Nc1nnc(C2CCCCC2)s1,-0.8,-1.0,5%,2%,-12,-5%,7%,-13%
CC(C)C(OC(=O)c1cccs1)C(=O)NC1CCCCC1 (stereo not given),-1.3,-1.7,7%,7%,9,3%,6%,-7%
